MITF primary – inhibitors of human MITF | O75030 | AlphaScreen MITF homodimerization, bead proximity signal | inhibition, % at 2.6 µM | hit rate 0.91% among 650,000 | AID 1259374; in the data active = inhibition above about 50%;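 note: 0% = vehicle wells with protein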
Target sequence (O75030 whole entry, looked up): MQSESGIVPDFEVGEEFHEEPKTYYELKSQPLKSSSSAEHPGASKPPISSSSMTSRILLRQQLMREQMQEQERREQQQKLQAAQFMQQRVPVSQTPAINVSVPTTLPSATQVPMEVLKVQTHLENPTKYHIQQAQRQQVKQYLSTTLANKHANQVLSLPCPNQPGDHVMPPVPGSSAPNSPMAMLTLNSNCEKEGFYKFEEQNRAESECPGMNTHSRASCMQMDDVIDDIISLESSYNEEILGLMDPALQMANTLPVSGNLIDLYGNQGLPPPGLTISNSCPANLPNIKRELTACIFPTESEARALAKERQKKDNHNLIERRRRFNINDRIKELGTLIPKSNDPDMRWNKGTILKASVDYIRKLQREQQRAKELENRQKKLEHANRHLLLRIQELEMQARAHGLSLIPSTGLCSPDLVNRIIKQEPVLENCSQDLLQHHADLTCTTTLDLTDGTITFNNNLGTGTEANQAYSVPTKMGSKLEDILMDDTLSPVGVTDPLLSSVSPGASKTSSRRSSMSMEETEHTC
FBW7 activator – activators of human E3 ligase FBW7; Q969H0; AlphaScreen FBW7–phospho-cyclin E peptide binding, activator screen; normalized activity (activation), % at 26.1 µM; hit rate 0.13% among 650,000; AID 1259310; in the data active = normalized activity above about 1.9%;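 note: purified mutant Fbw7 with reduced substrate affinity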
TEAD-YAP block – TEAD-YAP interaction inhibition; HEK-TIYL cells, TEAD-Gal4/YAP UAS-luciferase luminescence; inhibition, % at 9.12 µM; hit rate 1.4% among 640,000; AID 1259422; in the data active = inhibition above about 32%;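 note: 0% = median of test compound wells and 100% = reference inhibitor wells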
GPR151 activ – human GPR151 activation; activation, % at 11.2 µM; Q8TDV0; hit rate 1% among 650,000; PathHunter beta-arrestin GPR151 cells, luminescence; in the data active = activation above about 4.9%;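 note: 0% = median of compound wells and 100% = cells with positive control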
Target sequence (Q8TDV0 whole entry, looked up): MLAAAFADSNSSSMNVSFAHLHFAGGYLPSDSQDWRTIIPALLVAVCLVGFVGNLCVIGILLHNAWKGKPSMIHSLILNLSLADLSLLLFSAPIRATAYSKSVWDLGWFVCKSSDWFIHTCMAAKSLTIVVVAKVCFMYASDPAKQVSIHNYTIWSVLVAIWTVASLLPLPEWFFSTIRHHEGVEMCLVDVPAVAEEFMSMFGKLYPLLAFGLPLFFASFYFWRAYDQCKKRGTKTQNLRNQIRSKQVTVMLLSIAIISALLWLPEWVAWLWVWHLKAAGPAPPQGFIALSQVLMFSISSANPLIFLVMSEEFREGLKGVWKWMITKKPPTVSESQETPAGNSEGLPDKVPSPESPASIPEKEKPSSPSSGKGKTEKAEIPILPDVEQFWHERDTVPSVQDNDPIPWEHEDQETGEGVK
The depositor's hits bear a star; & = joins results of further samples. Not a hit list; overall some 3.4% were active at least once.

Structure	MITF primary	FBW7 activator	TEAD-YAP block	GPR151 activ
COc1ccc(C(N)=O)c(S(=O)Cc2ccccc2)c1 (stereo not drawn)	22	0.4	11	-0.3
CCCCc1ccc(-c2nc3ccccc3c(=O)n2NCc2ccccc2OCC)cc1	-3	0.0	-2	1.5
CN1CCN(C(=S)NC(=O)/C=C/c2ccco2)CC1	-2	0.3	-4	3.8
CC1CCCC(NC(=O)CN2C(=O)C(c3ccccc3)Oc3cccnc32)C1C (stereo not drawn)	-2	0.1	-1	-0.9
CCCCc1ccc(C(=O)N/C(=C\c2ccc(F)cc2)C(=O)Nc2cc(Cl)cc(Cl)c2)cc1	5	-0.2	1	1.0
Brc1ccc(C2Nc3ccc4ccccc4c3C3C=CCC32)cc1 (stereo not drawn)	1	0.0	12	0.7
CCOc1ccc(CN2CCC(C3(C)NC(=O)N(Cc4ccsc4)C3=O)CC2)cc1 (stereo not drawn)	2	0.5	0	-0.4
Fc1ccc(CNc2ncccn2)cc1	13	0.1	-3	1.1
c1ccc2[nH]c(CNc3cc(Nc4ccc(-n5ccnc5)cc4)ncn3)nc2c1	-3	-0.2	-13	1.9
C/C(=N\NC(=O)c1nnn(-c2nonc2N)c1C)c1ccc2ccccc2c1	2	-0.1	-8	-0.4
COc1ccc(OCCCC(=O)NC(C)C)cc1	13	0.0	-4	0.9
COc1ccc(/C(O)=C/C(=O)C(=O)Nc2c(C)n(C)n(-c3ccccc3)c2=O)cc1	-1	-0.3	-8	2.1
CC1CC(C)(C)NC(=S)N1CC(=O)NCC1COc2ccccc2O1 (stereo not drawn)	0	0.3	3	0.4
CCCS(=O)(=O)c1ccc(COC(=O)CNS(=O)(=O)c2ccc(Cl)cc2)cc1	3	-0.2	-9	-1.7
O=C(Cc1cccc2ccccc12)Nc1ccc2nc(SCC(=O)N3CCOCC3)sc2c1	5	0.1	-6	-0.4
COc1ccc(NC(=O)[C@@H]2C=CCN2S(C)(=O)=O)cc1	0	-0.1	-7	-0.6
CN(Cc1ccccc1)C(=O)c1nc2ccccn2c1CNC1CCOCC1	-7	-0.2	-7	3.5
COCCn1c(SCC(N)=O)nnc1-c1cccs1	2	0.2	-1	-0.7
COc1ccc(OC)c(-c2nc(C(N)=O)c3[nH]c(=O)n(-c4cccc(Cl)c4)c3n2)c1	8	0.2	17	0.3
O=C(O)COc1ccc(-n2cccc2)cc1	74*	-0.2	-1	-1.1
NNC(=O)c1ccc(COc2cccc3cccnc23)cc1	3	0.2	-10	1.4
COCCCNc1oc(-c2ccccc2C)nc1C#N	-3	0.0	-14	-0.9
COc1ccc(CN2CCN(C3CCN(C(C)=O)CC3)CC2CCO)c(F)c1 (stereo not drawn)	13	0.1	-6	0.1
CCOc1cc(C2NC(=O)NC(C)=C2C(=O)OC)ccc1O (stereo not drawn)	-3	-0.1	-17	1.5
Cc1cnc(CNC(=O)c2cccc(OC3CCN(S(C)(=O)=O)CC3)c2)cn1	6	0.0	7	-1.0

Next compounds follow.
Structure	MITF primary	FBW7 activator	TEAD-YAP block	GPR151 activ
COCCN1C(=O)/C(=C/c2ccc3c(c2)n(C)c(=O)n3C)SC1=Nc1ccccc1	-10	0.2	-10	-0.9
O=C(c1cc2ccccc2oc1=O)N(Cc1ccccc1F)CC1CCCO1 (stereo not drawn)	-3	-0.1	0	0.6
O=C(O)c1cccc(Cn2cccn2)c1	-2	-0.1	-2	-0.6
CCN(CC)c1ccc(NC(=O)/C=C/c2ccc(OC)c(OC)c2)cc1	9	-0.3	-7	-0.7
Cc1ccccc1CN1c2cccc3cccc(c23)S1(=O)=O	-1	0.1	0	1.1
CC(CCN1CCc2nnc(CNC(=O)c3ccccn3)n2CC1)c1ccccc1 (stereo not drawn)	14	0.2	1	-1.3
CC(NC(=O)c1cn(C(C)c2ccccc2F)nn1)c1ccncc1 (stereo not drawn)	4	-0.2	-9	-0.1
CC1=C(C(=O)OC(C)C)C(c2ccccc2F)C2=C(CC(c3cccs3)CC2=O)N1 (stereo not drawn)	-18	0.2	22	1.5
CC(=O)NC1=NN(C(C)=O)C(c2ccc(Br)cc2)S1 (stereo not drawn)	6	-0.1	1	1.1
COc1ccc(/C=C(/NC(=O)c2ccc([N+](=O)[O-])cc2)C(=O)N2CCOCC2)cc1	8	0.1	1	-1.6
Cc1ccccc1C(=O)Nc1nnc(-c2cccs2)o1	17	-0.1	-16	-2.1
NC(=O)C1CCCN1c1ncnc2sc(-c3ccccc3)cc12 (stereo not drawn)	24	-0.1	7	1.7
O=C(NC1CCN(C(=O)Nc2ccccc2)CC1)c1ccccc1	9	0.0	9	-0.4
NC(=O)c1cc(N=Cc2ccc(Br)c([N+](=O)[O-])c2)cc(C(N)=O)c1	0	-0.1	3	-0.7
COC(=O)CN1C(=O)S/C(=C/c2ccc(-c3cccc(C(=O)O)c3C)o2)C1=O	15	0.0	-56	-2.6
COC(=O)c1cc2c(C)nn(-c3ccccc3)c2s1	2	-0.1	0	0.7
O=C(CN1CCN(c2ccc([N+](=O)[O-])cc2)CC1)c1ccc2c(c1)CCN2	-3	-0.3	12	1.0
COc1cccc(/C=C/C(=O)OCC(=O)c2cc(C)n(Cc3ccco3)c2C)c1OC	14	-0.1	5	-1.9
Cc1n[nH]c(=S)n1/N=C/c1ccccn1	-2	-0.1	-3	2.8
CCC1(C)CC(CCN)(c2ccc(C)cc2)CCO1 (stereo not drawn)	-4	-0.2	-3	-1.4
O=C(O)/C=C/C=C/c1ccc2c(c1)OCO2	-9&25	0.1&-0.1	2&-10	-5.1&-2.3
Cc1noc(C)c1CC(=O)OCc1cccc2ccccc12	-12	0.1	-5	-1.5
CC(C)(C)n1nnc2c(=O)oc3ccccc3c21	5	0.0	5	1.1
O=C(Nc1ccccc1)c1csc(Nc2ccncn2)n1	21	0.2	1	-0.3
S=c1nc(-c2ccccc2Cl)oc2c1CCCC2	13	0.2	-35	-1.6

Single records, from the list above:
Shown for CC(CCN1CCc2nnc(CNC(=O)c3ccccn3)n2CC1)c1ccccc1 (stereo not drawn) → MITF primary: 14; FBW7 activator: 0.2; TEAD-YAP block: 1; GPR151 activ: -1.3
Shown for CCC1(C)CC(CCN)(c2ccc(C)cc2)CCO1 (stereo not drawn) → MITF primary: -4; FBW7 activator: -0.2; TEAD-YAP block: -3; GPR151 activ: -1.4

Further compounds.
Structure	MITF primary	FBW7 activator	TEAD-YAP block	GPR151 activ
Cc1nnsc1C(=O)NCc1ccc(N2CCN(C)CC2)cc1	1	0.0	1	0.7
Cc1ccc2c(c1)cc(CN1CCN(C=O)CC1)c(=O)n2Cc1cccc(F)c1	-2	0.0	-1	1.2
COc1cc2c(cc1OC)n(CC(=O)Nc1ccccc1C)n1c(C)cc(=O)nc21	10	0.1	2	0.7
Cc1ccnc(SCCn2c(N3CCCCCC3)nc3c2c(=O)n(C)c(=O)n3C)n1	-3	0.0	-11	-0.6
CC(=O)Nc1c2c(nn1-c1cccc(C)c1C)CS(=O)C2 (stereo not drawn)	-4	-0.1	1	0.3
Clc1ccccc1N1CCN(c2ncnc3c2c(-c2ccccc2)cn3-c2ccccc2)CC1	6	-0.2	4	0.4
COC(=O)c1ccc(NC(=O)c2ccc([N+](=O)[O-])cc2Cl)cc1	-5	-0.1	-14	-0.4
CCCc1[nH]nc2c1C(c1ccc(C(F)(F)F)cc1)C(C#N)=C(N)O2 (stereo not drawn)	5	0.3	4	0.3
Nc1c(Br)cc(Br)c2nsnc12	4	0.0	-1	0.6
COc1cc(C2CC(=O)N3CN(C4CCCCC4)CSC3=C2C#N)ccc1O (stereo not drawn)	5	-0.4	-7	-0.2
COC(=O)c1ccccc1NC(=O)CCNC(=O)Cn1cnc2ccccc2c1=O	8	0.0	-1	-0.3
COc1ccc(/C=N/NC(=O)Cn2nnnc2N)cc1	-18	-0.1	1	0.3
CCc1nn(-c2ccccc2)c(=O)c2ccccc12	7	0.4	10	2.1
COc1cc(/C=C(\C#N)c2nc3ccccc3[nH]2)cc(OC)c1O	4	-0.1	-8	0.7
CC(=O)c1sc2nsc(SCCN3CCCCC3)c2c1N	0	-0.6	-12	-0.6
CCOC(=O)Cc1csc(NC(=O)CCCOc2ccc(C)cc2)n1	8	0.0	-1	-1.2
COc1ccccc1NC(=O)C1=C(C)Nc2nnnn2C1c1ccc(O)c([N+](=O)[O-])c1 (stereo not drawn)	12	0.1	14	0.0
Cc1sc(NC(=O)C(Sc2ccccc2)c2ccccc2)c(C#N)c1C (stereo not drawn)	-6	-0.1	13	2.8
CCC(C)NC(=O)c1ccc2c(c1)N(C)CCS2 (stereo not drawn)	4	-0.1	-26	0.9
NC(=O)c1ccc(NC(=O)COC(=O)c2ccccc2NCc2ccco2)cc1	5	-0.1	-11	1.4
Cc1cccc(C)c1NC(=O)c1cc(S(=O)(=O)N2CCCc3ccccc32)ccc1F	4	0.1	-4	-0.1
COc1ccc(/C=C/C(=O)NC(=O)c2ccccc2O)cc1OC	1	-0.1	-47	-1.6
CCCN1C(=O)C(O)(CC(=O)c2ccc(Br)cc2)c2ccccc21 (stereo not drawn)	9	0.1	12	1.0
CCc1ccc2c(c1)cc(CN(C(=O)c1ccco1)C1CCCC1)c1nnnn12	6	-0.1	-5	-0.3
Cc1ccc(NC(=O)CSc2nnc(C)n2C)cc1	1	0.8	-2	-0.3

The list continues:
Structure	MITF primary	FBW7 activator	TEAD-YAP block	GPR151 activ
CCn1c2c(c3ccc(OC)cc31)CCCC2=O	10	0.9	-10	-0.4
Cc1c(C(=O)N2CCN(c3ccccn3)CC2)cccc1[N+](=O)[O-]	16	0.3	7	1.1
COc1cccc(CNc2ccc3c(c2)ncn3-c2ccccc2)c1OC	0	-0.2	-10	0.8
Cc1c(NS(=O)(=O)c2ccc(Br)cc2)cccc1[N+](=O)[O-]	-23	-0.3	1	0.4
O=C(CN(Cc1ccco1)S(=O)(=O)c1ccccc1F)N1CCc2ccccc2C1	4	0.0	0	0.9
COc1ccc(CCN2C(=O)CC(C(=O)Nc3cccc(C)c3)SC2=Nc2ccccc2)cc1 (stereo not drawn)	-13	-0.2	-11	-0.7
COc1cc(OC)cc(C(=O)NCc2nnc(SCC(=O)N3N=C(c4cccs4)CC3c3ccc(F)cc3)n2Cc2ccccc2)c1 (stereo not drawn)	0	-0.1	-6	1.7
CC(=O)N=C1SCCN1CC(=O)c1ccc(C#N)cc1	-11	0.0	-6	-2.2
COc1cccc(NC(=O)NC2(C(=O)N3CCN(C)CC3)CCCCC2)c1	2	0.0	-2	0.1
CC1CCCCC1NC(=O)C1CCCN(C(=O)NCc2ccccc2)C1 (stereo not drawn)	7	0.0	5	-0.6
CC(=O)Oc1ccc(CC2(C)C(=O)Nc3c(-c4ccco4)cccc32)cc1 (stereo not drawn)	14	-0.2	7	-0.6
COC(=O)c1ccc(/C=[N+](\[O-])c2ccccc2)cc1	8	-0.1	-1	0.5
CC(=O)c1sc(=Nc2ccc(C)c(C)c2)n(CCO)c1C	17	-0.2	-2	1.0
CCN(CC)c1ccc(NC(=O)CN2C(=O)CCc3ccccc32)c(C)c1	18	0.1	6	-0.7
Cc1c(C=C2C(=O)NC(=O)NC2=O)c2ccccc2n1Cc1ccc(Cl)cc1	2	-0.1	-3	4.8
COc1cc(/C=N/NC(=O)c2ccccc2OC(C)C)cc(Br)c1O	-6	0.0	-10	2.4
COc1ccc(CCC(=O)NCCC(C)C)cc1	10	-0.1	3	-1.6
CCOC(=O)CC12CN3CN(C1)CC(CC(=O)OCC)(C3)C2=O	9	-0.2	3	1.9
CC1(C)OC(=O)C(=Cc2ccc(-c3ccc([N+](=O)[O-])cc3)o2)C(=O)O1	5	-0.1	0	-0.1
CCOC(=O)c1c(C)oc2ccc(OC(=O)c3ccc(OC)c(OC)c3)cc12	8	0.4	-1	-2.5

An excerpt from above in order of length of the SMILES, ascending:
Structure	MITF primary	FBW7 activator	TEAD-YAP block	GPR151 activ
COc1ccc(CCC(=O)NCCC(C)C)cc1	10	-0.1	3	-1.6
CCn1c2c(c3ccc(OC)cc31)CCCC2=O	10	0.9	-10	-0.4
CC(=O)N=C1SCCN1CC(=O)c1ccc(C#N)cc1	-11	0.0	-6	-2.2
CC(=O)c1sc(=Nc2ccc(C)c(C)c2)n(CCO)c1C	17	-0.2	-2	1.0
COC(=O)c1ccc(/C=[N+](\[O-])c2ccccc2)cc1	8	-0.1	-1	0.5
CC1CCCCC1NC(=O)C1CCCN(C(=O)NCc2ccccc2)C1 (stereo not drawn)	7	0.0	5	-0.6
CCOC(=O)CC12CN3CN(C1)CC(CC(=O)OCC)(C3)C2=O	9	-0.2	3	1.9
COc1cccc(NC(=O)NC2(C(=O)N3CCN(C)CC3)CCCCC2)c1	2	0.0	-2	0.1
Cc1c(C(=O)N2CCN(c3ccccn3)CC2)cccc1[N+](=O)[O-]	16	0.3	7	1.1
CCOC(=O)c1c(C)oc2ccc(OC(=O)c3ccc(OC)c(OC)c3)cc12	8	0.4	-1	-2.5
Cc1c(C=C2C(=O)NC(=O)NC2=O)c2ccccc2n1Cc1ccc(Cl)cc1	2	-0.1	-3	4.8
COc1ccc(CCN2C(=O)CC(C(=O)Nc3cccc(C)c3)SC2=Nc2ccccc2)cc1 (stereo not drawn)	-13	-0.2	-11	-0.7
CC1(C)OC(=O)C(=Cc2ccc(-c3ccc([N+](=O)[O-])cc3)o2)C(=O)O1	5	-0.1	0	-0.1
COc1cc(OC)cc(C(=O)NCc2nnc(SCC(=O)N3N=C(c4cccs4)CC3c3ccc(F)cc3)n2Cc2ccccc2)c1 (stereo not drawn)	0	-0.1	-6	1.7

Screens deposited in PubChem BioAssay by The Scripps Research Institute Molecular Screening Center.
